# Screening data: PubChem, Broad Institute
# EWS-Fli inh = inhibitors of EWS/Fli oncoprotein transcriptional activity; A673 NR0B1-luciferase reporter, viability-normalised; inhibition, % at 12.6 µM; 0.67% of 350,000 active; AID 651661;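 active = mean inhibition of at least 50% after viability correction, with every replicate also passing that limit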;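 also: firefly luciferase signal divided by Alamar Blue viability fluorescence both relative to DMSO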
# Cneo AK release = causes C. neoformans cell lysis; adenylate kinase release luminescence, 4 h; normalised: neutral wells 0, clomiphene wells 100; lysis activity, % at 15 µM; 0.2% of 360,000 active;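 active = mean lysis activity across replicates of at least 80%, whatever share of replicates individually reach that level; inactive = mean lysis activity below 80%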
#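 Assay system: C. neoformans cells. Amount: yeast cell density of 5 × 10^6 cells/mL. Technique: AK luminescence. Buffer or medium: YPD. Times: static 4 h at 37 °C with compound, 1 h detection. Dosing: single-point compound dose. Read-out: lysis from increased AK signal.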
# PGC1a acetyl inh = PGC1a acetylation modulation, inhibitor mode; inhibition, % at 15.6 µM; 0.17% of 350,000 active; AID 651687; U2OS PGC1a acetylation, AlphaScreen anti-acetyl-lysine; with virally co-expressed GCN5 acetyltransferase;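 active = every replicate shows inhibition of at least 40%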;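 also: 0% = neutral control wells and 100% = positive control wells; some results beyond the cut were filed as inactive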
# FN deposit inh = fibronectin deposition inhibition; inhibition, % at 12.6 µM; 0.086% of 350,000 active; AH1F fibroblasts, Alexa488-fibronectin deposition fluorescence, overnight; AID 743247;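 active = mean inhibition across replicates of 30% or more, regardless of how many single replicates reach that level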;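 also: positive control wells lacked labelled fibronectin entirely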
#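 Material: AH1F fibroblasts assembling fluorescent fibronectin matrix; amount: 10000 AH1F cells/well; medium: DMEM, 2% serum; reagent: Alexa488-fibronectin, 24 nM final in well; dosing: single compound dose, delivered by pin transfer; incubation: 1 h adhesion, overnight exposure; detection: fluorescence after three HBSS washes, excitation 485 nm, emission 525 nm; measure: fibronectin deposition inhibition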
# PAX8 inh HTS = PAX8 transcriptional activity inhibition; RMG-I TPO-luciferase reporter, SteadyGlo, 24 h; inhibition, % at 12.6 µM; 1.2% of 360,000 active; AID 652154;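 active = mean replicate inhibition at least 60% with every replicate also reaching 60%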;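 also: luciferase light reporting Pax8 driven TPO promoter activity; plate controls were median of neutral control wells for no effect and mitoxantrone controls for full effect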
# miR122 inh = inhibitors of miR-122 in Huh7 cells; AID 602342; activation (reporter increase), % at 12.5 µM; 0.3% of 340,000 active; Huh7 miR-122 Renilla luciferase sensor, 48 h; neutral wells = 0, positive control = 100;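 active = mean replicate activation score at least 90 and every replicate individually at or above 90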;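 also: higher luciferase means less miR-122 activity so hits act as miR-122 inhibitors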
# LGR2 antag = inhibitors of bursicon-induced Drosophila LGR2 receptor cAMP signaling. HEK293 LGR2, CRE-luciferase, bursicon-stimulated, 4 h. inhibition, % at 9.99 µM. 0.35% of 380,000 active. AID 720647;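 active = drop in luminescence signal, shown as inhibition above about 50% in the replicate tests, limit read from the data, passing the limit was not always enough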;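 also: agonist challenge used bursicon conditioned medium at about half maximal strength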
# Casp6 inh = caspase-6 (human) enzyme inhibition | P55212 | purified caspase-6, Z-VEID-R110 cleavage fluorescence | inhibition, % at 12.5 µM | 0.53% of 350,000 active | AID 686996;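 active = mean inhibition across replicates at least about 35%, with every replicate also reaching that limit, limit read from the data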;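 also: 0% = median of neutral control wells and 100% = no fluorescence left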
# Target sequence (P55212 24-179 limits assumed): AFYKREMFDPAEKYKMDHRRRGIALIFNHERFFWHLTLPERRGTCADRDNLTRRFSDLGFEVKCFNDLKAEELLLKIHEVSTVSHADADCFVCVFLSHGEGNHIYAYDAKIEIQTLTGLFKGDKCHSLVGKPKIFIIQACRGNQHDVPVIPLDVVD
# Target sequence (P55212 194-293 limits assumed): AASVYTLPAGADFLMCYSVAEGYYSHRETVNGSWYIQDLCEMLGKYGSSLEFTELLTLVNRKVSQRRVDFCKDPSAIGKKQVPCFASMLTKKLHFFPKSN
# An asterisk follows results filed as active; nt = not tested or not shown.
structure,EWS-Fli inh,Cneo AK release,PGC1a acetyl inh,FN deposit inh,PAX8 inh HTS,miR122 inh,LGR2 antag,Casp6 inh
COCC(=O)Nc1ccc(C)c(Cl)c1,nt,nt,nt,0,-15,1,nt,nt
O=C(ONC1=NCCCCC1)c1c(F)cccc1F,nt,nt,nt,8,32,11,nt,nt
CCCC(C)(C)NC(=O)CCCCC(=O)NC(C)(C)CCC,nt,nt,nt,5,3,1,nt,nt
Cc1cc(C)nc(SCc2nnc(SCC(N)=O)n2Cc2ccco2)n1,nt,nt,nt,-2,4,-5,nt,nt
CCCc1nnc(SCC(=O)N2C(C)CCCC2C)n1CCCOC (stereo not drawn),nt,nt,nt,1,21,-18,nt,nt
Cn1c(=O)cc(SCC(=O)NCC2CCCO2)c2ccc(Cl)cc21 (stereo not drawn),nt,nt,nt,14,-1,-8,nt,nt
CC(C)(C)N=C1SCC(C)(/C=N/O)S1 (stereo not drawn),nt,nt,nt,-2,13,-1,nt,nt
COC(=O)CNC(=O)Cn1cnc2sc(C)c(S(=O)(=O)N3CCC(C)CC3)c2c1=O,nt,nt,nt,-6,19,-15,nt,nt
Cc1cc(NC(=O)Nc2cccc(C(F)(F)F)c2)no1,nt,nt,nt,-6,-22,3,nt,nt
Cc1ccc(CNCC2CCCO2)o1 (stereo not drawn),nt,nt,nt,-1,-8,-10,nt,nt
CCOC(=O)C(O)(CC(=O)Nc1cc(F)ccc1C)C(F)(F)F (stereo not drawn),nt,nt,nt,-1,-14,-9,nt,nt
Clc1ccc2[nH]cc(-c3nnnn3-c3ccc4ccccc4c3)c2c1,nt,nt,nt,-1,16,212*,nt,nt
Cc1cc(C)n(C(CC(=O)O)C(=O)O)n1 (stereo not drawn),nt,nt,nt,4,-9,-14,nt,nt
COc1ccc(-c2noc(CCC(=O)NC3CCN(Cc4ccccc4)CC3)n2)cc1,nt,nt,nt,-2,-4,-11,nt,nt
CCCC(NC(=O)CNC(=O)C(C)(C)C)C(=O)O (stereo not drawn),nt,nt,nt,1,-6,-11,nt,nt
O=C(COC(=O)c1ccc(N2CCCC2=O)cc1)NCc1ccco1,nt,nt,nt,1,-18,-15,nt,nt
CCOC(=O)CC(NC(=O)c1cccs1)c1ccc(OCC)cc1 (stereo not drawn),nt,nt,nt,-2,8,3,nt,nt
O=C1CSC(c2ccccc2)N1CC12CC3CC(CC(O)(C3)C1)C2 (stereo not drawn),nt,nt,nt,-1,9,-7,nt,nt
COc1ccc(NC(=O)CSc2nnc(CNc3ccc(F)cc3)o2)c(OC)c1,nt,nt,nt,-8,3,16,nt,nt
CC1CC(N(C(=O)c2ccco2)c2ccccc2)c2ccccc2N1C(=O)c1ccco1 (stereo not drawn),nt,nt,nt,-5,8,-14,nt,nt
Cc1ccc(S(=O)(=O)N(C)CC(=O)N2CCc3ccccc32)cc1,nt,nt,nt,-2,11,-1,nt,nt
O=C(NCc1ccncc1)c1ccc(Cl)c(S(=O)(=O)N2CCOCC2)c1,nt,nt,nt,2,-9,-26,nt,nt
CCCS(=O)(=O)C(=C(Nc1ccccc1)Nc1ccccc1)S(=O)(=O)CCC,nt,nt,nt,nt,nt,3,-4,-3
CN(C)C(=O)[C@@H]1[C@@H](CO)[C@@H]2Cn3c(ccc(-c4ccccc4)c3=O)[C@H]1N2Cc1ccccn1,-4,-5,nt,nt,nt,nt,1,nt
CCCNC(=O)[C@@H]1[C@@H](CO)[C@@H]2Cn3c(ccc(-c4cccnc4)c3=O)[C@@H]2N1C(=O)c1ccccc1F,-9,-2,nt,nt,nt,nt,9,nt
CC1(C)Cc2c(sc3c2C(=O)N(c2ccccc2)C2=NCCCN23)CO1,nt,0,4,nt,nt,nt,-8,nt
CCSc1nnc2c(n1)[nH]c1c(C)cccc12,nt,3,-1,nt,nt,nt,-56,nt
CCn1c(SCC(=O)OC)nc2sc3c(c2c1=O)CCC3,nt,1,8,nt,nt,nt,-23,nt
CCOC(=O)c1c(NC(=O)CSc2nnnn2-c2ccc3c(c2)OCCO3)sc(C)c1C,nt,1,4,nt,nt,nt,-5,nt
CCc1c(O)nc(SCC(=O)Nc2ccccc2OC)[nH]c1=O,nt,-1,12,nt,nt,nt,9,nt
Cn1c(-c2cc(Br)ccc2O)n[nH]c1=S,nt,-1,21,nt,nt,nt,4,nt
CCOc1ccccc1NC(=O)CCSc1nc2n[nH]c(C)c2c(=N)n1-c1ccccc1Cl,nt,1,-8,nt,nt,nt,24,nt

# Entries of single compounds as entered above. Order of values: EWS-Fli inh, Cneo AK release, PGC1a acetyl inh, FN deposit inh, PAX8 inh HTS, miR122 inh, LGR2 antag, Casp6 inh
# Cn1c(-c2cc(Br)ccc2O)n[nH]c1=S as listed: nt, -1, 21, nt, nt, nt, 4, nt
# CCc1c(O)nc(SCC(=O)Nc2ccccc2OC)[nH]c1=O as listed: nt, -1, 12, nt, nt, nt, 9, nt
# CCOc1ccccc1NC(=O)CCSc1nc2n[nH]c(C)c2c(=N)n1-c1ccccc1Cl as listed: nt, 1, -8, nt, nt, nt, 24, nt
# CCn1c(SCC(=O)OC)nc2sc3c(c2c1=O)CCC3 as listed: nt, 1, 8, nt, nt, nt, -23, nt

# Later entries:
structure,EWS-Fli inh,Cneo AK release,PGC1a acetyl inh,FN deposit inh,PAX8 inh HTS,miR122 inh,LGR2 antag,Casp6 inh
Cc1ccc(C)c(N=Nc2nc3ccccc3n2C)c1,nt,-1,6,nt,nt,nt,23,nt
Cc1ccc(OCc2nnc(SCC(=O)N3CCOCC3)n2C)cc1,nt,-1,-3,nt,nt,nt,15,nt
O=C1CC(SCCc2nc3ccccc3[nH]2)C(=O)N1c1ccc(F)cc1 (stereo not drawn),nt,1,2,nt,nt,nt,6,nt
Cc1ccc(C)c(N2CCN(C(=O)CN3C(=O)c4ccccc4C3=O)CC2)c1,nt,0,7,nt,nt,nt,12,nt
Cc1csc(NC(=O)CSc2nnc(-c3ccncc3)n2C)n1,nt,8,33,nt,nt,nt,20,nt
CCC(=O)N1CCN(CCN=CC2=C(O)CC(C)(C)CC2=O)CC1,nt,1,0,nt,nt,nt,0,nt
O=C(O)CCC(=O)N(Cc1cccnc1)Cc1cccc(F)c1,nt,1,4,nt,nt,nt,-8,nt
COCCNC(=O)c1cc2ncc(Br)cn2n1,nt,-1,-1,nt,nt,nt,8,nt
Cc1cccc(NCc2nc3ccccc3n2C)c1,nt,-1,2,nt,nt,nt,-50,nt
COc1cc(OC)c(/C=N/NC(=O)c2ccc([N+](=O)[O-])cc2)cc1Br,nt,-1,1,nt,nt,nt,17,nt
COc1ccc(NC(=O)N(C2CCCCC2)C(C)c2ccco2)c(OC)c1 (stereo not drawn),nt,-4,2,nt,nt,nt,-6,nt
CCOC(=O)c1cnc2c(Cl)cc(Cl)cc2c1NCCOCCO,nt,0,-4,nt,nt,nt,28,nt
Cn1c(SCC(=O)N2CCCC2)nnc1-c1ccc(S(=O)(=O)N2CCCC2)cc1,nt,0,2,nt,nt,nt,2,nt
COc1ccc(NC(=O)c2ccco2)cc1NC(=O)c1ccc(Br)o1,nt,1,-13,nt,nt,nt,-19,nt
Cc1cc(NC(=O)c2cc(-c3cccc(Cl)c3)on2)no1,nt,0,-3,nt,nt,nt,-24,nt
CNC(=O)C1CC(=O)N(Cc2ccc3c(c2)OCO3)C(=Nc2ccc(OC)cc2)S1 (stereo not drawn),nt,-1,4,nt,nt,nt,6,nt

# Additional results:
# Values run as follows: EWS-Fli inh, Cneo AK release, PGC1a acetyl inh, FN deposit inh, PAX8 inh HTS, miR122 inh, LGR2 antag, Casp6 inh
- COc1ccccc1CN(C(=O)Cc1cccs1)C(C(=O)NC1CCCC1)c1ccncc1 (stereo not drawn)
 : nt, 1, -8, nt, nt, nt, 19, nt
- Cc1cc(SCC#N)n2nc(C)c(-c3ccc(Cl)cc3)c2n1
 : nt, 0, 4, nt, nt, nt, -27, nt
- CCCOc1nc2c(c(=O)n(C)c(=O)n2C)n1Cc1cccc2ccccc12
 : nt, 0, 3, nt, nt, nt, 15, nt
- OCC1CCCN1C(=S)Nc1ccccc1 (stereo not drawn)
 : nt, 0, 7, nt, nt, nt, -3, nt
- O=c1cc(CN2CCN(c3ccccc3F)CC2)c2cc3c(cc2o1)CCCC3
 : nt, -2, 0, nt, nt, nt, -9, nt
- CCOc1ccc(NS(=O)(=O)c2ccc(OCC(=O)NCCCOC)cc2)cc1
 : nt, -1, -3, nt, nt, nt, -3, nt
- COCCCNC(=O)C1CCN(c2nc(C)cc(C)n2)CC1
 : nt, 0, 1, nt, nt, nt, 13, nt
- Cc1ccc(C)c(N2CCN(C(=O)Cn3cccc3)CC2)c1
 : nt, -1, -4, nt, nt, nt, 9, nt
- CC(NCc1cccn1C)c1ccccc1 (stereo not drawn)
 : nt, 0, 4, nt, nt, nt, -1, nt
- CCOC(=O)c1snc(-c2ccc(F)cc2)c1N
 : nt, -2, 12, nt, nt, nt, -48, nt
- O=c1nc(-c2ccccc2)c2cc(Cl)ccc2[nH]1
 : nt, 3, -5, nt, nt, nt, 5, nt
- O=S(=O)(NCC1CCCO1)c1cc(Cl)ccc1Br (stereo not drawn)
 : nt, -5, -7, nt, nt, nt, 21, nt
- COc1ccc(C2=NO[C@@H]3C(=O)N(Cc4ccccc4)C(=O)[C@H]23)cc1OC
 : nt, -1, 3, nt, nt, nt, -2, nt
- CCOC(=O)C(CC)/C(C)=N/NC(=O)c1ccc([N+](=O)[O-])cc1 (stereo not drawn)
 : nt, -1, 2, nt, nt, nt, 2, nt
- COC(=O)COc1ccc(S(=O)(=O)Nc2ccc(C(N)=O)cc2)cc1C
 : nt, 0, 3, nt, nt, nt, -6, nt
- COC(=O)[C@H](CCSC)NC(=O)Nc1ccc(C)cc1
 : nt, 0, 3, nt, nt, nt, -2, nt
- Cc1ccc(S(=O)(=O)N2CCN(Cc3nc4sc(C)c(C)c4c(=O)[nH]3)CC2)cc1
 : nt, 13, 3, nt, nt, nt, -25, nt
- COc1cc(C(=O)NCCc2ccc(S(N)(=O)=O)cc2)cc(OC)c1OC
 : nt, 0, 2, nt, nt, nt, 1, nt
- Cc1ccc(SCc2ccc(C(=O)Nc3cc([N+](=O)[O-])ccc3C)cc2)cc1
 : nt, 2, -3, nt, nt, nt, -20, nt
- Cc1ccc(SCc2ccc(C(=O)Nc3cccc([N+](=O)[O-])c3)cc2)cc1
 : nt, 0, -14, nt, nt, nt, 13, nt
- CCc1ccccc1-n1c(SCC(=O)Nc2ccc3c(c2)OCCO3)nc2[nH]ncc2c1=O
 : nt, -1, -4, nt, nt, nt, 8, nt
- COC(=O)c1onc(C(=O)c2ccccc2)c1C(=O)OC
 : nt, 1, -1, nt, nt, nt, 25, nt

# This is a subset; the hit share may differ from the screen's.
